Screens as filed in PubChem.
TNAP pNPP inh: blocks human TNAP p-nitrophenol release | AID 615 | inhibition, % at 20 µM | purified TNAP, pNPP hydrolysis, absorbance 405 nm | 21,000 tested, under 10 active;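 further: 0% = DMSO only wells and 100% = 1 mM levamisole wells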
Target sequence (P05186 whole entry, looked up): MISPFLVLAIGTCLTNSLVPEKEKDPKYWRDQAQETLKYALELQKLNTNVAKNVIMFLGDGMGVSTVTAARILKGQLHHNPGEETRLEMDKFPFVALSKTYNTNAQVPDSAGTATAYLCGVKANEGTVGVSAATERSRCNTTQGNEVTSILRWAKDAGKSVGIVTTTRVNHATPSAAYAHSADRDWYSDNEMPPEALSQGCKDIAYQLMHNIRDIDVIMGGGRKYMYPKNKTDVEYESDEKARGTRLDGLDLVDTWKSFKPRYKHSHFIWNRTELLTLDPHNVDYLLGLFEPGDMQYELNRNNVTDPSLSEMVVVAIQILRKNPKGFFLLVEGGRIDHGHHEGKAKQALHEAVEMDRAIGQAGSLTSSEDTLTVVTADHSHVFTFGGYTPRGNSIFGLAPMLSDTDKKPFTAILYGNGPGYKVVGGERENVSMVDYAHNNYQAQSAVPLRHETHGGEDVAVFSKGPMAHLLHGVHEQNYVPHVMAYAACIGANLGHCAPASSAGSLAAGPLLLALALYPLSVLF
TNAP Pi inh: human TNAP inhibition, phosphate detection; purified TNAP, pNPP, malachite green phosphate absorbance; P05186; inhibition, % at 20 µM; 21,000 tested, under 10 active
Numbers without * were called inactive.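 How the source made its calls: active means inhibition above 50% at the 20 µM single-dose screen; inactive means the rest.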

(1) COc1ccc(OC(=O)c2cc3ccccc3o2)cc1
(2) Cc1ccc(S(=O)(=O)N2CCCC2C(=O)NCc2ccco2)cc1 (stereo not given)
(3) c1ccc(-c2nn3c(-c4ccco4)nnc3s2)nc1
(4) COC(=O)CN(C(=O)CSc1nnc(-c2cccc(OC)c2)o1)c1ccc(OC)cc1
(5) CCN1C(=O)/C(=C\N2CCN(C)CC2)SC1=S

Assay by compound,1,2,3,4,5
TNAP pNPP inh,0.0,-11.9,2.8,-4.3,-7.5
TNAP Pi inh,0.0,-6.6,-18.0,8.5,15.6

(6) COCCn1c(-c2ccccc2)nc2oc3ccccc3c(=O)c2c1=O
(7) CC1NC(=O)NC1CCCCC(=O)O (stereo not given)
(8) CCN1C(=O)CC(N2CCC(C(=O)N3CCOCC3)CC2)C1=O (stereo not given)
(9) Cn1c(OCc2ccc3c(c2)OCO3)nc2c1c(=O)n(Cc1cccc(Cl)c1)c(=O)n2C
(10) CCCCC[C@H](O)/C=C/C1=C(CCCCCCC(=O)O)C(=O)CC1

Assay by compound,6,7,8,9,10
TNAP pNPP inh,2.9,0.8,3.1,5.3,3.6
TNAP Pi inh,-18.0,4.9,7.9,9.7,7.7

(11) O=S(=O)(c1ccc(N2CCN(S(=O)(=O)c3ccc4c(c3)OCCO4)CC2)nc1)N1CCCC1
(12) CCc1ccccc1NC(=O)N[C@@H](C)C(=O)O
(13) COc1ccc(CCN2CC(C(=O)O)CC2=O)cc1 (stereo not given)
(14) Cn1c(=O)[nH]c(=O)c2c1nc(NCc1ccco1)n2CCCc1ccccc1
(15) CCCOC(=O)c1ccc(NC(=O)CCC(=O)OCC)cc1

Assay by compound,11,12,13,14,15
TNAP pNPP inh,3.6,3.9,0.0,4.4,0.7
TNAP Pi inh,13.8,-0.6,0.0,10.4,9.4

(16) O=C1[C@@H]2[C@H](C(=O)N1n1cnnc1)[C@H]1C=C[C@@H]2C1
(17) CC1(c2ccco2)NC(=O)NC1=O (stereo not given)
(18) COc1ccc(C2C3=C(CC(C)(C)CC3=O)Oc3ncn(CC(C)C)c(=N)c32)cc1 (stereo not given)
(19) Cn1c(=O)[nH]c(=O)c2c1nc(N(CCO)Cc1ccccc1)n2Cc1ccccc1Cl
(20) COc1ccc(S(=O)(=O)N(C)CC(=O)Nc2c(F)cccc2F)cc1

Assay by compound,16,17,18,19,20
TNAP pNPP inh,4.5,-0.9,-2.1,0.0,5.8
TNAP Pi inh,8.2,6.1,3.1,0.0,3.3

(21) CCN(C(=O)CN1CCN(C)CC1)c1cccc2ccccc12
(22) CCOC(=O)Cn1nc(C)c2ccccc2c1=O
(23) CCOC(=O)CC(N)c1ccc2c(c1)OCO2 (stereo not given)
(24) NC(=O)c1ccccc1N=Cc1ccccn1
(25) Cc1nnc(NC(=O)c2c(F)c(F)c(F)c(F)c2F)s1

Assay by compound,21,22,23,24,25
TNAP pNPP inh,1.5,2.9,2.4,1.7,2.6
TNAP Pi inh,-6.8,8.7,-8.4,6.7,10.1

(26) Cc1cc2oc(=O)cc(CN3CCN(C/C=C/c4ccccc4)CC3)c2cc1O
(27) CCOc1ccc(C2/C(=C(\O)c3cccc(OC)c3)C(=O)C(=O)N2c2cc(C)on2)cc1OC (stereo not given)
(28) O=C(c1ccco1)N1CCN(C(=O)c2cnn3c(C(F)(F)F)cc(-c4cccs4)nc23)CC1
(29) COc1ccccc1CNc1n[nH]c(NCc2ccccc2OC)n1
(30) CCCOC(=O)CCc1n[nH]c(=O)[nH]c1=O

Assay by compound,26,27,28,29,30
TNAP pNPP inh,-3.6,2.8,4.2,3.6,0.7
TNAP Pi inh,5.1,-5.9,14.0,-4.3,8.2

(31) Cc1noc(C)c1COC(=O)COc1ccc2c(C)cc(=O)oc2c1
(32) COC(=O)c1ccccc1NC(=O)c1nc2nc(C)cc(C(F)F)n2n1
(33) O=C(O)C1C2C=CC(C2)C1C(=O)Nc1ccc2c(c1)OCCO2 (stereo not given)
(34) Cc1cc2n(n1)C(c1ccsc1)Nc1ccccc1-2 (stereo not given)
(35) CCN(CC)C(=O)CSc1nc2ncccc2[nH]1

Assay by compound,31,32,33,34,35
TNAP pNPP inh,2.5,-1.5,5.5,7.6,10.0
TNAP Pi inh,13.7,4.5,6.5,12.1,11.0

(36) Cc1c(NC(=O)c2cnn3cccnc23)c(=O)n(-c2ccccc2)n1C
(37) Cc1nc2ccccc2c(=O)n1NC(=O)COc1ccccc1
(38) CCCCOc1ccc(/C=c2\sc3ncnn3c2=O)cc1
(39) CCOC(=O)CNC(=O)CSc1nnc(-c2ccco2)n1N
(40) COCc1cc(=O)[nH]c(Nc2nc3ccccc3o2)n1

Assay by compound,36,37,38,39,40
TNAP pNPP inh,7.5,6.5,3.5,1.3,3.3
TNAP Pi inh,10.2,-18.1,7.3,3.0,7.0

(41) Cc1ccc2oc(C(=O)NCc3ccc4c(c3)OCO4)c(C)c2c1
(42) CCOc1ccc(C(C)C)cc1S(=O)(=O)Nc1ccc(Cl)cn1
(43) C(=N\n1cnnc1)/c1ccc(N2CCOCC2)cc1
(44) CCn1cnc2sc(-c3ccccc3)cc2c1=O
(45) COc1ccc(CC(=O)N2CCCc3ccccc32)cc1OC

Assay by compound,41,42,43,44,45
TNAP pNPP inh,3.6,2.4,0.8,-3.8,0.0
TNAP Pi inh,9.6,7.7,7.4,1.8,0.0

(46) COc1ccc2c(c1)-c1ccccc1S(=O)(=O)N2C(C)=O
(47) CCOC(=O)c1[nH]c2ccc(OC)cc2c1C
(48) C/C(=N\O)C(=O)NCCCNCCCN(C)C
(49) CC(=O)N1CCN(C(=S)c2ccc(N(C)C)cc2)CC1
(50) Cc1ccc(-c2csc3nnc(SCC(=O)Nc4nsc(-c5ccccc5)n4)n23)cc1

Assay by compound,46,47,48,49,50
TNAP pNPP inh,-5.1,3.4,-0.5,4.4,-5.6
TNAP Pi inh,1.5,8.2,3.9,6.0,-3.7

(51) CSc1nc(-c2ccccc2)nc2[nH]ccc(=O)c12
(52) COc1ccc(S(=O)(=O)N(C)CC(=O)NC2CCCC2)cc1Cl
(53) Cn1c(NCc2ccco2)nc2c1c(=O)n(Cc1ccc(Cl)cc1Cl)c(=O)n2C
(54) Cc1cc(C(=O)NCCC2=CCCCC2)c(C)o1
(55) COc1ccc(-c2c3c(=O)n(C)c(=O)n(C)c3cn2C2CCCCC2)cc1

Assay by compound,51,52,53,54,55
TNAP pNPP inh,-0.3,0.0,0.0,2.4,6.4
TNAP Pi inh,6.0,0.0,0.0,8.9,6.8

(56) Cc1[nH]nc2c1C(CCc1ccccc1)C(C#N)=C(N)O2 (stereo not given)
(57) O=C(NCc1cccnc1)C1CC(=O)N(c2ccc(Cl)cc2)C1 (stereo not given)
(58) CC(=O)Cc1nsc(NC(=O)c2ccc(COc3ccccc3)o2)n1
(59) OCCSc1nncn1/N=C/c1c[nH]c2ccccc12
(60) CSCCC(NC(=O)c1cc(CC(C)C)oc1C)C(=O)O (stereo not given)

Assay by compound,56,57,58,59,60
TNAP pNPP inh,-0.5,0.0,-9.8,8.3,5.0
TNAP Pi inh,6.5,6.3,-5.2,-0.1,7.7

(61) COc1ccc(OC)c(CN2CCN(C(=O)c3cccs3)CC2)c1
(62) Cc1cccc(-c2c3c(=O)n(C)c(=O)n(C)c3cn2-c2ccccc2O)c1
(63) O=C1CC(NCc2ccc3c(c2)OCO3)C(=O)N1CCc1ccccc1 (stereo not given)
(64) CC(C)COc1ccc(C(=O)NCc2ccco2)cc1
(65) CN(C)c1ccc(C2=NOC(CN3C(=O)c4ccccc4S3(=O)=O)C2)cc1 (stereo not given)

Assay by compound,61,62,63,64,65
TNAP pNPP inh,0.7,4.7,5.1,1.2,5.5
TNAP Pi inh,8.5,13.2,5.3,6.9,-18.2

(66) CC1(C)Oc2ccc(C(=O)NC3CC3)cc2N(CC(=O)N2CCOCC2)C1=O
(67) Cc1ccc(-c2c3c(=O)n(C)c(=O)n(C)c3cn2-c2ccccc2O)cc1
(68) Cc1ccc2cc(C(c3nnnn3C(C)(C)C)N3CCCC3)c(=O)[nH]c2c1C (stereo not given)
(69) CC(=O)Nc1cc(C(=O)c2ccccc2)ccc1N1CCOCC1
(70) CN1CC(=O)Nc2ccc(F)cc2C1=O
(71) CCCCCC#CCC#CCC#CCC#CCCCC(=O)O
(72) CCOc1ccc(C(=O)CCN2CCCCC2)cc1

Assay by compound,66,67,68,69,70,71,72
TNAP pNPP inh,0.6,1.8,0.0,5.8,-0.3,0.0,5.1
TNAP Pi inh,0.4,9.8,0.0,11.4,-2.6,0.0,2.9

Of the compounds above, these have an NH in an aromatic ring:
(14) Cn1c(=O)[nH]c(=O)c2c1nc(NCc1ccco1)n2CCCc1ccccc1
(19) Cn1c(=O)[nH]c(=O)c2c1nc(N(CCO)Cc1ccccc1)n2Cc1ccccc1Cl
(29) COc1ccccc1CNc1n[nH]c(NCc2ccccc2OC)n1
(30) CCCOC(=O)CCc1n[nH]c(=O)[nH]c1=O
(35) CCN(CC)C(=O)CSc1nc2ncccc2[nH]1
(40) COCc1cc(=O)[nH]c(Nc2nc3ccccc3o2)n1
(47) CCOC(=O)c1[nH]c2ccc(OC)cc2c1C

Assay by compound,14,19,29,30,35,40,47
TNAP pNPP inh,4.4,0.0,3.6,0.7,10.0,3.3,3.4
TNAP Pi inh,10.4,0.0,-4.3,8.2,11.0,7.0,8.2

(51) CSc1nc(-c2ccccc2)nc2[nH]ccc(=O)c12
(56) Cc1[nH]nc2c1C(CCc1ccccc1)C(C#N)=C(N)O2 (stereo not given)
(59) OCCSc1nncn1/N=C/c1c[nH]c2ccccc12
(68) Cc1ccc2cc(C(c3nnnn3C(C)(C)C)N3CCCC3)c(=O)[nH]c2c1C (stereo not given)

Assay by compound,51,56,59,68
TNAP pNPP inh,-0.3,-0.5,8.3,0.0
TNAP Pi inh,6.0,6.5,-0.1,0.0

Only part of the results is shown; rates above refer to the full screens.
